# Source: PubChem
# NPYLR7 agonist = activates Aedes aegypti NPYLR7 receptor | HEK293T NPYLR7/Galpha15, GCaMP6s calcium fluorescence | activation, % at 10 µM | actives 0.15% (n = 270,000) | AID 1259423; in the data active = activation above about 40%;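 note: 0% = vehicle and 100% = reference agonist at the receptor; some compounds past the cut are filed as inactive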
# mcGAS lum = blocks mouse cGAS activity | AID 1259399 | inhibition, % at 12.5 µM | actives 0.15% (n = 160,000) | Q8C6L5 | recombinant cGAS, Kinase-Glo ATP depletion luminescence;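 note: 0% = negative control wells and 100% = reference inhibitor with no enzyme activity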
# hcGAS inh = human cGAS inhibition; Q8N884; recombinant h-cGAS, ATP depletion, Kinase-Glo luminescence; inhibition, % at 12.5 µM; actives 0.081% (n = 290,000);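 note: 0% = vehicle reaction and 100% = reaction without DNA for no activity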
# Target sequence (Q8N884 whole entry, looked up): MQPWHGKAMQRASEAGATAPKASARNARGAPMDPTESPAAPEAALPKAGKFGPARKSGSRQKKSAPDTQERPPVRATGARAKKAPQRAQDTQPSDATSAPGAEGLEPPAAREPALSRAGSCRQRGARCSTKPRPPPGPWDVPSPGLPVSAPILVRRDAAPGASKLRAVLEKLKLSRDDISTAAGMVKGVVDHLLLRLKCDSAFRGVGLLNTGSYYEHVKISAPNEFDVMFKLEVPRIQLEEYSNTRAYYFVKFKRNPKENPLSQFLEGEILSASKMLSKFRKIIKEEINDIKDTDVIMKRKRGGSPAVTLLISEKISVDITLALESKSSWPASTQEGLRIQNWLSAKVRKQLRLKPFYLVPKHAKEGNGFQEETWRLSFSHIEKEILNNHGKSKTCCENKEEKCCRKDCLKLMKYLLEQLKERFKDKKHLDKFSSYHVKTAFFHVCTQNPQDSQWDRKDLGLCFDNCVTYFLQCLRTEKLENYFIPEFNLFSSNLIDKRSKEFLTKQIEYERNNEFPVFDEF
# * = called active by the depositor; / = no result given; & = joins results of further samples. Cut-off read from the data, not from the text of the source, unless noted: active = inhibition above about 40%; inactive = the rest.
# Start of the listing, in advance, 15 compounds:
Compound,NPYLR7 agonist,mcGAS lum,hcGAS inh
CN(CC(=O)Nc1ccc(F)cc1)C(=O)c1cc2ccccc2o1,5,/,-6
CCCCOC(=O)c1cc(-c2ccc(/C=C3\C(=O)N(c4ccccc4)N=C3C)o2)ccc1Cl,0,-5,-5
CC(C)CN(Cc1ccc(C(O)(c2ccccc2)c2ccccc2)o1)Cc1ccccc1F,-8,1,1
COc1ccc(CN(CCc2c[nH]c3ccccc23)C(=O)CN(C2CC2)S(=O)(=O)c2ccc(Br)cc2)cc1OC,/,-2,0
CCCOCC1CCN(c2cc(N(C)C)ncn2)C1 (centres undefined),5,/,-6
COc1ccc(-c2cc(C(=O)NC(C)c3ccccc3)n3nc(-c4ccc(Cl)cc4)cc3n2)cc1 (centres undefined),-7&18,-7&-6,-6&-3
C=CCNC(=O)Cn1c(CO)cnc1SCc1ccc(Br)cc1,5,/,-2
CCCn1cnnc1CNC(=O)c1cc(Cn2ccc3ccccc32)[nH]n1,9,/,-4
CCSc1nc(NC(C)C)c2cnn(CCNC(=O)Cc3ccc(F)cc3)c2n1,-2,-8,0
CO[C@H]1COC[C@@H]1n1cnc(-c2ccccc2)c1-c1ccc2occc2c1,-9,-11,-5
CCOc1ccc(CC(=O)Nc2c(C)nc3c(C)cccn3c2=O)cc1,5,/,-14
CC(=O)NCCC1CN(Cc2cccc(-n3cccn3)c2)CCO1 (centres undefined),8,-14,-9
CCc1nn(CC(=O)NC2CC2)c(=O)c2cc3occc3n12,-5,0,0
Cc1ccc2nc(SCc3ccc(F)cc3)nc(=O)n2c1,2,-6,-5
CN(Cc1cccnc1)C(=O)C(N)c1ccccc1 (centres undefined),1,/,0

# The list itself, previewed entries included:
Compound,NPYLR7 agonist,mcGAS lum,hcGAS inh
CN(CC(=O)Nc1ccc(F)cc1)C(=O)c1cc2ccccc2o1,5,/,-6
CCCCOC(=O)c1cc(-c2ccc(/C=C3\C(=O)N(c4ccccc4)N=C3C)o2)ccc1Cl,0,-5,-5
CC(C)CN(Cc1ccc(C(O)(c2ccccc2)c2ccccc2)o1)Cc1ccccc1F,-8,1,1
COc1ccc(CN(CCc2c[nH]c3ccccc23)C(=O)CN(C2CC2)S(=O)(=O)c2ccc(Br)cc2)cc1OC,/,-2,0
CCCOCC1CCN(c2cc(N(C)C)ncn2)C1 (centres undefined),5,/,-6
COc1ccc(-c2cc(C(=O)NC(C)c3ccccc3)n3nc(-c4ccc(Cl)cc4)cc3n2)cc1 (centres undefined),-7&18,-7&-6,-6&-3
C=CCNC(=O)Cn1c(CO)cnc1SCc1ccc(Br)cc1,5,/,-2
CCCn1cnnc1CNC(=O)c1cc(Cn2ccc3ccccc32)[nH]n1,9,/,-4
CCSc1nc(NC(C)C)c2cnn(CCNC(=O)Cc3ccc(F)cc3)c2n1,-2,-8,0
CO[C@H]1COC[C@@H]1n1cnc(-c2ccccc2)c1-c1ccc2occc2c1,-9,-11,-5
CCOc1ccc(CC(=O)Nc2c(C)nc3c(C)cccn3c2=O)cc1,5,/,-14
CC(=O)NCCC1CN(Cc2cccc(-n3cccn3)c2)CCO1 (centres undefined),8,-14,-9
CCc1nn(CC(=O)NC2CC2)c(=O)c2cc3occc3n12,-5,0,0
Cc1ccc2nc(SCc3ccc(F)cc3)nc(=O)n2c1,2,-6,-5
CN(Cc1cccnc1)C(=O)C(N)c1ccccc1 (centres undefined),1,/,0
CCn1c(SC)nnc1-c1nn(C)c2c1CN(C(=O)CC1CCCCC1)CC2,/,-6,-11
C(=N/Nc1nc(N2CCCCC2)nc(N2CCOCC2)n1)/c1ccncc1,-6,-6,-8
COCCC(=O)N1CCC2(CCCN(CCCc3ccccc3)C2)C1 (centres undefined),3,/,-10
CCCNC(=O)CN1CCN(C(=O)c2cn(CCOC)cc3c(=O)n(-c4ccccc4)nc2-3)CC1,-3,-10,-7
COc1cc(-c2nnc(SCc3cc(=O)n4ccsc4n3)o2)cc(OC)c1OC,13,-5,-3
CN(C)c1ncc2c(n1)CCCC2NCc1ccc(CO)o1 (centres undefined),0,-10,-6
CC(C(=O)N(C)CC(=O)N1CCCCc2ccccc21)n1cccn1 (centres undefined),1,/,2
CCOc1ccc(C(=O)c2nc3c(n2O)CCCC3)cc1,16,/,-10
N#CC(=C1N=c2ccccc2=N1)c1c(O)[nH]c2ccccc12,1,-7,-6
O=C(N[C@H]1CCC[C@@H]1OCc1ccccc1)c1ccc(-c2cc(-c3ccccc3)n[nH]2)cc1,-3,-7,-5
CCOc1ccc(N2C(=O)CSC2c2ccccc2NC(=O)c2cccc(C(F)(F)F)c2)cc1 (centres undefined),/,-6,-2
CC(C)Nc1nc(COc2ccccc2)no1,2,0,4
COCc1ccc(CN2CCc3c([nH]c4ccccc34)C2CC(C)C)o1 (centres undefined),8,/,-2
C=CCn1c(=O)c(C#N)cc2c(=O)n3ccccc3nc21,4,-3,-10
CCN(CC)CCSc1c(C)cnc2c1c(=O)n(C)c(=O)n2C,6,-8,-15
Cc1nc(CN2CCCN(CCC#N)CC2)no1,1,/,1
CC1CCCC(NC(=O)CSc2nc3ccc(Cl)cc3o2)C1C (centres undefined),6,-2,-5
COc1cc(C(=O)Oc2ccc(N(C)C3=NS(=O)(=O)c4ccccc43)cc2)cc(OC)c1OC,-7,-7,-4
C[N+]([O-])=Cc1ccc(C#N)cc1,3,/,-4
C=c1cc(C)n(CC(=O)Nc2cc(C)ccc2C)c(=O)c1=C1N=C(c2ccccc2)NO1,0,-8,-5
COC(=O)c1c(C)[nH]c(C(=O)OC(C)C(=O)Nc2ccc3c(c2)OCO3)c1C (centres undefined),10,/,-2
CCCCN(CC(=O)Nc1cc(C(C)(C)C)nn1-c1cccc(C)c1)C(=O)Nc1cccc(C)c1C,-5,1,-1
Clc1ccc(Oc2cc(Cl)ncn2)cc1,15,/,-3
CCn1c(C)cc(O)c(C(c2ccncc2)N2CCC(C)CC2)c1=O (centres undefined),18,/,-5
O=C(c1ccc(CSc2nc(-c3ccccc3)cc(N3CCOCC3)n2)cc1)N1CCCC1,7,-4,1
CC(C)(C)c1ccc(OCC(=O)Nc2cc(-c3onc4c3CCCC4)ccc2Cl)cc1,1,-4,0
CC(C)CCn1c(N2CCN(Cc3ccc(Cl)cc3)CC2)nc2c1c(=O)[nH]c(=O)n2C,9,/,-6
CCOC(=O)c1cc(-c2cccc(NC(=O)c3cc(Cl)cnc3Cl)c2)n(-c2ccc(F)cc2)n1,28,-6,-5
Cc1ccc(CN(Cc2ccc3c(c2)OCO3)C(=O)CN(CCN2CCOCC2)C(=O)C2C[C@H]2c2ccccc2)o1 (some centres undefined),-1,-4,-1
COc1ccc(C(=O)Nc2cccc(C3SCC(=O)N3c3ccc(C)c(C)c3)c2)cc1 (centres undefined),/,-5,-7
COc1cccc2sc(N(Cc3cccnc3)C(=O)C3CCCN3S(C)(=O)=O)nc12 (centres undefined),1,/,-5
Cc1cccc(-n2ncc3c(=O)n4c(nc32)SCC4CC(=O)NCc2ccco2)c1 (centres undefined),4,1,0
N#CC1C(=N)Oc2c(oc(CO)cc2=O)C12C(=O)N(CC(N)=O)c1ccccc12 (centres undefined),-4,-9,-6
Cn1ccnc1SCCNC(=O)C1CC2(CCNCC2)CN1 (centres undefined),19,/,-1
CCOC(=O)CCNC(=O)c1ccc(-c2cc(-c3ccc(Cl)cc3Cl)[nH]n2)cc1,/,-5,-3
CC(C)Cn1ccnc1NC(=O)C1CC2CCC1C2 (centres undefined),0,/,-11
O=C(c1cn(CCCc2ccccc2)nn1)N1CCN(c2ccc(Cl)cn2)CC1,1,/,-7
CC(C)(C)c1ccc(C(=O)N2CCC2(C)C(=O)NS(=O)(=O)c2ccc(C#N)cc2)cc1 (centres undefined),0,/,1
O=C1CCCN1CC(=O)N1N=C2/C(=C\c3ccc(F)cc3)CCCC2C1c1ccc(F)cc1 (centres undefined),1,/,-5
O=C(CSc1nnc(-c2ccc(Cl)s2)o1)N1CCOCC1,14,/,-7
Cc1ccc(C(C)CCN2CCCN(S(=O)(=O)N3CCCC3)CC2)o1 (centres undefined),/,-8,-23

# (more compounds)
# The line under a structure holds: NPYLR7 agonist	mcGAS lum	hcGAS inh
- CNCC(=O)N(C)Cc1sc2ccccc2c1Cl
  9	-15	-7
- CS(=O)(=O)N1CCNC[C@@H]1C(=O)N[C@@H](CC1CCCCC1)C(N)=O
  -7	-6	-5
- CCOC(=O)C(CC)Sc1nnc(N2CCN(c3ccccc3)CC2)s1 (centres undefined)
  -6	-6	-1
- O=c1cc(-c2ccccc2)nc(SC/C=C/c2ccccc2)[nH]1
  12	-7	-4
- COc1cccc(C(CN2CCN(C(=O)C3CCN(C(C)=O)CC3)CC2)OCc2ccc(C#N)cc2)c1 (centres undefined)
  /	-4	4
- Cc1ccc(NC(=O)N2CCSC2c2ccc(F)cc2)c(C)c1 (centres undefined)
  12	-7	-12
- CCCSc1nc(N)c2c3c(sc2n1)CCCC3
  3	/	-8
- CC1CCN(c2nc(N)c(C#N)c(CC#N)c2C#N)CC1
  4	/	-13
- C[C@H](Cc1ccccc1)Nc1ncnc2c1ncn2[C@@H]1O[C@H](CO)[C@H](O)C1O (some centres undefined)
  2	-1	1
- CN1C[C@@H](NC(=O)c2ccccc2Cl)C[C@H]1C(=O)NCc1ccccn1
  0	/	-5
- CC1CCC2(CC1)NC(=O)N(CN1CCCCC1C)C2=O (centres undefined)
  4	-7	0
- COc1ccc(N2CCN(C(=O)c3cccc(Br)c3)C(C)C2=O)c(OC)c1 (centres undefined)
  8	-5	-6
- CC1(C(=O)NS(=O)(=O)Cc2cccc(Cl)c2)CCN1C(=O)Cc1ccccc1 (centres undefined)
  -2	/	-12
- CCc1nc(Cn2cnc(-c3ccccc3)c2-c2cc(C)cc(F)c2)no1
  5	-19	-4
- COc1cc(OC)cc(C(=O)N2CCN(C(C(=O)Nc3ccc(NC(C)=O)cc3)C3CCCC3)CC2)c1 (centres undefined)
  60*	-5	-6
- COCCNC(=O)c1cc(NC(=O)Nc2ccc(Cl)c(Cl)c2)ccc1N1CCC(C)CC1
  -7	-6	-6
- CN(CCOc1ccccc1)C(=O)C1CCC(=O)N(CCN2CCOCC2)C1 (centres undefined)
  3	/	-5
- Cc1nc(-c2ccccc2)nc(N2CCN(C(=O)c3ccccc3Cl)CC2)c1Cc1ccccc1F
  -15	1	4
- Cc1ccc(F)c(NC2CCCN(C(=O)CCc3ccccc3)C2)c1 (centres undefined)
  -3	/	0
- CC(C)CCn1c(N2CCN(CCCc3ccccc3)CC2)nc2c1c(=O)[nH]c(=O)n2C
  5	-6	-5
- CN(Cc1cccs1)C(=O)CNC(=O)c1ccc2c(c1)CCC2
  -32&13	-15	5&-6
- Cc1csc(/C(C#N)=C/c2ccc(OCC(N)=O)cc2)n1
  3	/	0
- O=C(Nc1ccccc1C(F)(F)F)c1cnn2c(C(F)(F)F)cc(-c3ccc(Br)cc3)nc12
  -4	-1	-3
- Cc1nc(CC(=O)NC(C)c2ccccc2-n2cccn2)c(C)s1 (centres undefined)
  4	/	-2
- CCc1cc(NCC2CNCCOC2)nc(N2CCCCC2)n1 (centres undefined)
  -1	/	5
- COc1ccc(CCn2c(-c3cc(C)c(OC)cc3C)nc3ccc(Br)cc3c2=O)cc1
  5	-5	-3
- O=C(CCC1CCN(C(=O)[C@@H]2C[C@@H]3C=C[C@H]2C3)CC1)Nc1ccc(F)c(Cl)c1
  6	/	-7
- CC(C)NCC(O)COc1cccc2[nH]ccc12 (centres undefined)
  -2&-8&6&13	0&0	-3&-8&1&2
- CN(Cc1csc(-c2ccccc2)n1)Cc1nc(Cc2cccc(F)c2)no1
  8	-7	-4
- COCCCNc1ncnc2c1c(-c1ccccc1)cn2-c1ccc(C)c(Cl)c1
  -3	-6	-3
- CCc1nnc2sc(-c3cc(C(C)C)[nH]n3)nn12
  -11	/	-4
- CN(C)C(CNS(=O)(=O)CCc1ccccc1)c1ccco1 (centres undefined)
  0	-6	-1
- Cn1c(-c2ccncc2)nc2ccccc21
  -7	/	2
- COCCCN(CC(=O)N(Cc1ccc2c(c1)OCO2)Cc1cccs1)C(=O)COc1ccccc1
  -4	-5	-12
- NC(=O)c1cc2c(cc1N1CCCC1)NC(=O)CC2C1CCNCC1 (centres undefined)
  4	/	-6
- COc1cc(C(=O)NCc2nnc(SCC(=O)N3CCc4ccccc43)n2-c2ccc(F)cc2)cc(OC)c1OC
  -8	-4	-2
- O=C(Cc1csc(Nc2ccc(F)cc2)n1)NCCC1=CCCCC1
  3	/	-4
- Cc1ccc(N2CCn3c2nn(CC(=O)c2ccccc2)c(=O)c3=O)cc1
  10	/	-6
- OCC1(CCOc2ccccc2)CCCN(c2ncnc3nc[nH]c23)C1 (centres undefined)
  -4	/	-5
- CCCc1[nH]n(-c2ccc(C)cc2C)c(=O)c1C1=C(N(CC)CC)C(=O)N(c2ccc(C)cc2)C1=O
  -9	0	1
- O=C(CCSCCC(=O)N1CCOCC1)N1CCOCC1
  8	/	-9
- Cc1cc(C)c(N2CCC(=O)N2)c(C)c1
  24	/	-5
